Screening results from PubChem.
DYRK1A inh – rat Dyrk1A kinase inhibitors, primary screen, biochemical, single point, plate reader | ADP-Glo luminescence, NFATc1 peptide | inhibition, % at 12.5 µM | actives 0.43% (n = 310,000); in the data active means inhibition above about 50%;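 further: plate controls were vehicle with enzyme for no effect and no enzyme for full effect; many of its hits are not listed in these tables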
PolyA inhibitor – polyadenylation inhibitors in yeast reporter cells, primary screen, luminescence, S. cerevisiae; S. cerevisiae SKY197-pL101 polyadenylation reporter, beta-gal luminescence; efflux-impaired pdr1/pdr3 knockout yeast; score 100 = 6 SD above DMSO; calls only at 12 µM; actives 0.02% (n = 300,000);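 active means lowest replicate activity score at least 50, where 100 means six control SD above control mean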;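 further: yeast exposed to compound for 9 h at 30 °C; higher score means more reporter readthrough which indicates perturbed polyadenylation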
Platelet DG rel – inhibitors of platelet dense granule secretion, primary screen, cell-based, MLPCN, human platelets; human platelet-rich plasma, SFLLRN dense granule ATP release, luminescence; inhibition, %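 (compounds screened at 7.5 µM in platelet-rich plasma)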; actives 0.22% (n = 300,000);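 active means mean replicate score, as percent of positive control, at or above 50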
AI-2 QS mod – Vibrio harveyi AI-2 quorum sensing modulators, primary screen, JMH597 strain, luminescence/OD600 ratio; activity change, % at 7.5 µM; actives 0.4% (n = 300,000); AID 2094, 2009; Vibrio harveyi JMH597 AI-2 luminescence/OD600 ratio, 9 h; stronger effect = lower value; strain lacks LuxN and CqsS sensors; 0 = neutral-control median; in the data active means activity change below about -75%, passing the limit was not always enough;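 further: luminescence divided by OD600 gain over 9 h not by final OD600 alone; inactives centre near 13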
GSK3beta inhib – human GSK3beta kinase inhibitors, primary screen, biochemical, cell-free homogeneous, HTS; GST-GSK3beta kinase, ADP-Glo luminescence, 60 min; stronger effect = lower value; Glycogen synthase kinase-3 beta (Homo sapiens), P49841; actives 0.038% (n = 300,000); activity score (negative = inhibition), % at 10 µM;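 active means more than half of replicate wells score below -50%, meaning over 50% inhibition versus plate controls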;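 further: 0% = median DMSO wells and -100% = median GW8510 positive control wells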
Target sequence (P49841 whole entry, looked up): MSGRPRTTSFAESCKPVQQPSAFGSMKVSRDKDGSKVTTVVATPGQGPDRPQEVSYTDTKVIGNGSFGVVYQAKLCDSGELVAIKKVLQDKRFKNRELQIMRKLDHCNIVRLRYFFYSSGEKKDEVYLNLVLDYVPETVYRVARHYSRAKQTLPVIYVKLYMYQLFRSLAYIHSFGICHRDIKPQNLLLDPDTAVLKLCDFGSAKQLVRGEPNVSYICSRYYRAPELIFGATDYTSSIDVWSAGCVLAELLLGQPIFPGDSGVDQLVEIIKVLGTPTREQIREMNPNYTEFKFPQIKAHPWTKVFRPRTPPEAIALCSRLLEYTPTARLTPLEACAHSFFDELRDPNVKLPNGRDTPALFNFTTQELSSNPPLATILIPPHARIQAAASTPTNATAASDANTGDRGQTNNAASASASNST
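Assay system: GST-tagged human GSK3beta kinase, cell-free; Input: 1.6 ng GSK3beta; Medium: Tris/MgCl2 kinase buffer; Timing: 60 min enzyme reaction, room temperature; Signal: ADP-Glo luminescence quantifying ADP generated by kinase; Evaluation: score relative to plate controls; Benchmarks: DMSO neutral wells and GW8510 at 20 µM as positive.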
GSK3A inh – blockers of GSK3A enzyme activity – biochemical, luminescence, cell-free homogeneous, HTS, primary screen | actives 0.1% (n = 320,000) | GSK-3 alpha kinase, ADP-Glo luminescence, 60 min | Glycogen synthase kinase-3 alpha (Homo sapiens), P49840 | inhibition, % at 10 µM;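 in the data active means inhibition above about 50%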;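 further: GST-tagged GSK-3 alpha with peptide substrate and 25 µM ATP; 0% = DMSO neutral wells and 100% = GW8510 positive control wells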
HDAC3 inhib – HDAC3 deacetylase inhibitors, primary screen, biochemical, fluorescence, cell-free homogeneous | inhibition, % at 8.3 µM | actives 0.15% (n = 320,000) | recombinant HDAC3, fluorogenic peptide/trypsin coupled; in the data active means inhibition above about 26%, passing the limit was not always enough
Target sequence (O15379 whole entry, looked up): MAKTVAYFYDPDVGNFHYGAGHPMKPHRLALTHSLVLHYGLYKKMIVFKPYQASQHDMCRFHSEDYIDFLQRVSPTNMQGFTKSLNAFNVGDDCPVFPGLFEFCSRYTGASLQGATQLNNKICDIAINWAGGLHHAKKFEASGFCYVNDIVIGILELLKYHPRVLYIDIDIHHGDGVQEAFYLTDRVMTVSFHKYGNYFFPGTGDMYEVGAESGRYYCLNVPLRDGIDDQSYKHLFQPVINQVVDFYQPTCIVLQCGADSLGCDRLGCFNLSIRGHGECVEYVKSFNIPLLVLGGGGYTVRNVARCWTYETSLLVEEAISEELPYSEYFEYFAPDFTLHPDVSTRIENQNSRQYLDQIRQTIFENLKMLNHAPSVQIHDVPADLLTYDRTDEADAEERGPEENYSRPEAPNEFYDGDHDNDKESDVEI
HSP90 inh – HSP90 inhibitors, primary screen, cell lysate, luminescence; Heat shock protein HSP 90 (rabbit reticulocyte lysate; luciferase refolding); Rabbit reticulocyte lysate, luciferase refolding luminescence, 3 h; inhibition, % at 5.6 µM; actives 0.91% (n = 290,000); AID 1789, 2009;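 active means inhibition above the screen-wide mean plus 3 SD, computed separately per campaign, cut at about 16% in these data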;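 further: 0% = DMSO wells and 100% = 60 µM geldanamycin wells; inhibitors lower the luminescence because luciferase stays unfolded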
HSF1 inhib – HSF1 inhibitors in luciferase reporter cells, primary screen, cell-based, NIH3T3, luminescence; AID 2098, 2009; actives 0.77% (n = 300,000); NIH3T3-HGL HSE-luciferase, MG132-induced, luminescence 8 h; stronger effect = lower value; activity change, negative = inhibition, % at 7.5 µM (by protocol);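 active means more than half of replicate wells show activity change below -50%, luminescence cut by over half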;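 further: luciferase reports HSF-1 transcriptional activity via heat shock element; 0% = median of DMSO wells and -100% = zero luminescence signal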
HSF1 activator – HSF-1 activators, primary screen, NIH3T3-HGL cells, MG132 stress, luminescence, single point; NIH3T3-HGL HSF-1 luciferase reporter, 8 h; 100% = twice DMSO control signal; actives 1.7% (n = 300,000); activation, % at 9 µM;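 active means mean replicate activation of at least 50% with a set share of replicates each reaching 50%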;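 further: 0% = median of the neutral control wells and 100% = twice that signal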
Active calls of the source: *. A portion of the library. The share of hits here may be higher or lower than overall.

`CN(C)c1ccc(Nc2nc(-c3cccnc3)cs2)cc1` gave DYRK1A inh -2.6, PolyA inhibitor inactive, Platelet DG rel 18.5, AI-2 QS mod 12.9, GSK3beta inhib 1.5, GSK3A inh 0.6, HDAC3 inhib -6.4, HSP90 inh 0.6, HSF1 inhib 8.8 and HSF1 activator 5.4.
Screening CN(C)S(=O)(=O)c1ccc(N2CCCC2)c(C(=O)Nc2ccc(C(N)=O)cc2)c1 returned DYRK1A inh 0.9, PolyA inhibitor inactive, AI-2 QS mod 14.1, GSK3beta inhib -0.8, GSK3A inh -2.6, HDAC3 inhib 1.4, HSF1 inhib -2.2 and HSF1 activator 5.2.
`CCCNc1ccc(C(=O)OCC)cc1[N+](=O)[O-]` gave DYRK1A inh 11.2, PolyA inhibitor inactive, Platelet DG rel -0.7, AI-2 QS mod 20.7, GSK3beta inhib 2.0, GSK3A inh -2.0, HDAC3 inhib 1.7, HSP90 inh -4.0, HSF1 inhib 17.3 and HSF1 activator 42.6.
`Cc1cc(Cl)c(S(=O)(=O)N(C)C)cc1OCC(N)=O` gave DYRK1A inh 7.9, PolyA inhibitor inactive, Platelet DG rel -0.1, AI-2 QS mod 8.5, GSK3beta inhib 5.9, GSK3A inh -0.2, HDAC3 inhib 11.6, HSP90 inh 3.2, HSF1 inhib 2.9 and HSF1 activator -6.1.
NC(=O)CC(NC(=O)c1cccc(Br)c1)c1ccc(N2CCN(c3ccccn3)CC2)c([N+](=O)[O-])c1 (centres undefined) was read as DYRK1A inh 53.8*, PolyA inhibitor inactive, Platelet DG rel -2.3, AI-2 QS mod 23.0, GSK3beta inhib -1.7, GSK3A inh -1.8, HDAC3 inhib -7.9, HSP90 inh -2.5, HSF1 inhib -10.8 and HSF1 activator -22.4.
Screening Cn1c(=O)c2c(ncn2CC(=O)N/N=C/c2ccco2)n(C)c1=O returned DYRK1A inh 2.0, PolyA inhibitor inactive, Platelet DG rel 6.0, AI-2 QS mod 13.5, GSK3beta inhib -2.6, GSK3A inh -2.8, HDAC3 inhib 0.2, HSP90 inh 0.4, HSF1 inhib -0.9 and HSF1 activator 0.9.
For CC(C)c1cc(C(=O)O)on1 the results were DYRK1A inh -6.5, PolyA inhibitor inactive, Platelet DG rel -2.6, AI-2 QS mod 14.5, GSK3beta inhib -1.0, GSK3A inh -3.0, HDAC3 inhib -2.7, HSP90 inh -1.3, HSF1 inhib -9.0 and HSF1 activator -8.1.
Screening COC(=O)CN(c1cccc(OC)c1)S(C)(=O)=O returned DYRK1A inh -6.0, PolyA inhibitor inactive, Platelet DG rel -2.6, AI-2 QS mod 17.2, GSK3beta inhib -3.0, GSK3A inh -1.5, HDAC3 inhib 9.8, HSP90 inh -2.2, HSF1 inhib -7.0 and HSF1 activator 20.2.
Screening COc1ccc(NC(=O)C/C(C)=N/NC(=O)c2ccco2)c([N+](=O)[O-])c1 returned DYRK1A inh 2.5, PolyA inhibitor inactive, Platelet DG rel 5.6, AI-2 QS mod 20.0, GSK3beta inhib -1.9, GSK3A inh -0.6, HDAC3 inhib -3.3, HSP90 inh -0.4, HSF1 inhib 17.4 and HSF1 activator 32.1.
`O=C(c1ccc(Br)cc1)c1coc2ccc(O)cc12` gave DYRK1A inh 5.9, PolyA inhibitor inactive, Platelet DG rel 2.1, AI-2 QS mod 28.0, GSK3beta inhib -34.9, GSK3A inh 2.0, HDAC3 inhib 1.8, HSF1 inhib -22.4 and HSF1 activator -24.0.
`CCN(CC)c1ccc(/C=N/Nc2nc(C)cc(C)n2)c(O)c1` gave DYRK1A inh -1.0, PolyA inhibitor inactive, Platelet DG rel -11.5, AI-2 QS mod -3.2, GSK3beta inhib 1.6, HSP90 inh 1.8, HSF1 inhib -3.2 and HSF1 activator 4.7.
Screening Cc1cccc(N2C(=O)N3[C@H](c4ccc(Br)cc4)[C@@H]4C(=O)N(C(C)(C)C)C(=O)[C@@H]4[C@]3(Cc3ccc(Cl)cc3)C2=O)c1 returned DYRK1A inh -18.2, PolyA inhibitor inactive, Platelet DG rel 1.1, AI-2 QS mod 32.2, GSK3beta inhib -5.2, GSK3A inh -2.0, HDAC3 inhib -2.1, HSP90 inh 5.0, HSF1 inhib 0.3 and HSF1 activator -10.3.
For Oc1ccc2ccccc2c1CN1CCN(c2ccccc2)CC1 the results were DYRK1A inh 0.8, PolyA inhibitor inactive, Platelet DG rel 4.5, AI-2 QS mod 3.0, GSK3beta inhib 2.5, GSK3A inh -1.3, HDAC3 inhib -0.3, HSP90 inh 5.4, HSF1 inhib 293.6 and HSF1 activator 374.8*.
Screening CCOC(=O)C1CCN(C(=O)CNS(=O)(=O)c2ccc(Br)s2)CC1 returned DYRK1A inh -3.7, PolyA inhibitor inactive, Platelet DG rel -12.5, AI-2 QS mod 57.6, GSK3beta inhib 1.4, GSK3A inh -0.5, HDAC3 inhib 0.6, HSP90 inh 2.6, HSF1 inhib 1.0 and HSF1 activator 15.5.
`Cc1c([N+](=O)[O-])cc(C(=O)NCc2ccc(F)cc2)cc1[N+](=O)[O-]` gave DYRK1A inh -1.4, PolyA inhibitor inactive, Platelet DG rel 1.2, AI-2 QS mod 65.5, GSK3beta inhib 0.0, GSK3A inh 0.8, HDAC3 inhib 4.4, HSP90 inh 0.0, HSF1 inhib 2.6 and HSF1 activator 3.6.
`Cc1nc2ccc(C(=O)N3CCN(c4ccccn4)CC3)cc2s1` gave DYRK1A inh 10.7, PolyA inhibitor inactive, Platelet DG rel -3.0, AI-2 QS mod 16.3, GSK3beta inhib 1.6, GSK3A inh 1.9, HDAC3 inhib 5.1, HSP90 inh -0.5, HSF1 inhib -9.7 and HSF1 activator -14.7.
Screening O=C(COc1ccc(Cl)cc1Cl)N1CCCC1 returned DYRK1A inh 5.1, PolyA inhibitor inactive, Platelet DG rel -4.0, AI-2 QS mod 4.8, GSK3beta inhib 0.0, GSK3A inh -0.9, HDAC3 inhib -0.4, HSP90 inh -0.1, HSF1 inhib -0.6 and HSF1 activator 9.2.
`CCN(CC)S(=O)(=O)c1cc(C(=O)Nc2ccccn2)ccc1C` gave DYRK1A inh 16.2, PolyA inhibitor inactive, Platelet DG rel 6.7, AI-2 QS mod 17.7, GSK3beta inhib 2.9, GSK3A inh 4.7, HDAC3 inhib 0.5, HSP90 inh 0.4, HSF1 inhib 25.0 and HSF1 activator 28.8.
`CC(C)n1c(SCC(=O)Nc2ccccc2)nc2c1c(=O)n(C)c(=O)n2C` gave DYRK1A inh 2.9, PolyA inhibitor inactive, Platelet DG rel 18.3, AI-2 QS mod 22.4, GSK3beta inhib 0.5, GSK3A inh -3.6, HDAC3 inhib 5.0, HSP90 inh -3.3, HSF1 inhib 2.6 and HSF1 activator -25.9.
Cc1cc(C)c(NC(=O)Nc2ccc3c(c2)OCO3)c(C)c1 was read as DYRK1A inh 2.7, PolyA inhibitor inactive, Platelet DG rel -3.7, AI-2 QS mod 6.2, GSK3beta inhib 4.7, GSK3A inh -1.3, HSP90 inh -0.6, HSF1 inhib -75.2* and HSF1 activator -80.1.

Reprinted at random: 2 entries already listed, in no set order.
`O=C(c1ccc(Br)cc1)c1coc2ccc(O)cc12` gave DYRK1A inh 5.9, PolyA inhibitor inactive, Platelet DG rel 2.1, AI-2 QS mod 28.0, GSK3beta inhib -34.9, GSK3A inh 2.0, HDAC3 inhib 1.8, HSF1 inhib -22.4 and HSF1 activator -24.0.
`CCN(CC)c1ccc(/C=N/Nc2nc(C)cc(C)n2)c(O)c1` gave DYRK1A inh -1.0, PolyA inhibitor inactive, Platelet DG rel -11.5, AI-2 QS mod -3.2, GSK3beta inhib 1.6, HSP90 inh 1.8, HSF1 inhib -3.2 and HSF1 activator 4.7.

(more compounds)
Nc1ccc2oc(-c3cccs3)nc2c1 was read as DYRK1A inh -4.2, PolyA inhibitor inactive, Platelet DG rel -2.8, AI-2 QS mod 11.2, GSK3beta inhib 1.0, GSK3A inh -1.5, HDAC3 inhib 0.0, HSP90 inh 1.6, HSF1 inhib 10.1 and HSF1 activator 49.7.
Screening CCOc1ccccc1NC(=O)C1CCC(=O)N1S(=O)(=O)c1ccc(C)cc1 (centres undefined) returned DYRK1A inh -1.9, PolyA inhibitor inactive, Platelet DG rel 5.0, AI-2 QS mod 20.8, GSK3beta inhib -1.1, HDAC3 inhib 1.7, HSP90 inh 3.8, HSF1 inhib -1.0 and HSF1 activator -8.6.
`CC(C)(C)NS(=O)(=O)c1cc(C(=O)O)ccc1Cl` gave DYRK1A inh -7.1, PolyA inhibitor inactive, Platelet DG rel 8.8, AI-2 QS mod 22.5, GSK3beta inhib -1.7, GSK3A inh 0.1, HDAC3 inhib -9.8, HSP90 inh -1.9, HSF1 inhib -8.7 and HSF1 activator -2.6.
`O=C(NCc1ccc(N2CCCC2=O)cc1)Nc1ccccc1` gave DYRK1A inh -3.7, Platelet DG rel 8.2, AI-2 QS mod 12.7, GSK3beta inhib 0.4, GSK3A inh -2.8, HDAC3 inhib 0.7, HSP90 inh 1.1, HSF1 inhib 1.7 and HSF1 activator 54.2*.
Screening COc1cc(/C=C/C(=O)Nc2nnc(C(C)(C)C)s2)cc(OC)c1OC returned DYRK1A inh -1.6, PolyA inhibitor inactive, Platelet DG rel -13.9, AI-2 QS mod 5.9, GSK3beta inhib -0.8, GSK3A inh -0.2, HDAC3 inhib -5.0, HSP90 inh 3.5, HSF1 inhib -17.3 and HSF1 activator -41.2.
`CCCCn1c(N)c(NCC(C)C)c(=O)[nH]c1=O` gave DYRK1A inh 1.1, PolyA inhibitor inactive, Platelet DG rel 12.0, AI-2 QS mod 8.8, GSK3beta inhib -0.4, GSK3A inh 4.4, HDAC3 inhib -1.9, HSP90 inh 1.0, HSF1 inhib -6.6 and HSF1 activator 7.7.
CCC(C(=O)N1CCN(c2ccccc2OC)CC1)c1ccccc1 (centres undefined) was read as DYRK1A inh -0.4, PolyA inhibitor inactive, Platelet DG rel -17.9, AI-2 QS mod 4.9, GSK3beta inhib 0.8, GSK3A inh -0.2, HDAC3 inhib 6.6, HSP90 inh -5.6, HSF1 inhib -10.1 and HSF1 activator -18.9.
For O=[N+]([O-])c1c(NCCO)cc(N2CCC3(CC2)OCCO3)c2nonc12 the results were DYRK1A inh -57.6, PolyA inhibitor inactive, Platelet DG rel -6.0, AI-2 QS mod 12.7, GSK3beta inhib -4.6, GSK3A inh 9.1, HDAC3 inhib 12.7, HSP90 inh 0.9, HSF1 inhib -3.0 and HSF1 activator -10.1.
Screening CC(C)(C)NC(=O)CN(C(=O)CCC(=O)Nc1nccs1)c1ccc(F)cc1 returned DYRK1A inh 8.5, PolyA inhibitor inactive, Platelet DG rel -8.4, AI-2 QS mod 11.7, GSK3beta inhib -0.7, HDAC3 inhib -1.4, HSP90 inh -0.7, HSF1 inhib -0.5 and HSF1 activator -2.8.
